Compound activity from PubChem.
Peg3 promoter = inhibitors of Peg3 promoter; HeLa PEG-Prom luciferase reporter, luminescence, overnight; 1.7% of 360,000 active; inhibition, % at 20 µM;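 active = inhibition of at least 50% at 20 µM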
MITF TRPM1 inh = MITF TRPM1 promoter inhibition in SK-MEL-5 cells; 0.83% of 330,000 active; inhibition, % at 12.5 µM; SK-MEL-5 TRPM1 promoter luciferase, 24 h;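 active = mean inhibition across replicates of 60% or more, whatever share of single replicates reaches that level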; note: values of inactives mirror those of a sister screen read the other way
HIF-2a inh = HIF-2a inhibition; 786-0 RCC cells HIF-2a reporter, luciferase luminescence, overnight; AID 624352; 0.72% of 360,000 active; inhibition, % at 18.8 µM;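 active = inhibition of the luminescence signal of 40% or more relative to plate controls, in a single-dose primary screen at 18.75 µM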
PDI turbidity = inhibitors of human protein disulfide isomerase; P07237; AID 588391; inhibition, % at 10 µM; PDI insulin aggregation turbidity, A650, 90 min; 0.052% of 350,000 active;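 active = mean inhibition across replicates of 30% or more, whatever share of single replicates reach that level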;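 note: absorbance from insulin aggregation driven by PDI reduction with DTT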
Target sequence (P07237 whole entry, looked up): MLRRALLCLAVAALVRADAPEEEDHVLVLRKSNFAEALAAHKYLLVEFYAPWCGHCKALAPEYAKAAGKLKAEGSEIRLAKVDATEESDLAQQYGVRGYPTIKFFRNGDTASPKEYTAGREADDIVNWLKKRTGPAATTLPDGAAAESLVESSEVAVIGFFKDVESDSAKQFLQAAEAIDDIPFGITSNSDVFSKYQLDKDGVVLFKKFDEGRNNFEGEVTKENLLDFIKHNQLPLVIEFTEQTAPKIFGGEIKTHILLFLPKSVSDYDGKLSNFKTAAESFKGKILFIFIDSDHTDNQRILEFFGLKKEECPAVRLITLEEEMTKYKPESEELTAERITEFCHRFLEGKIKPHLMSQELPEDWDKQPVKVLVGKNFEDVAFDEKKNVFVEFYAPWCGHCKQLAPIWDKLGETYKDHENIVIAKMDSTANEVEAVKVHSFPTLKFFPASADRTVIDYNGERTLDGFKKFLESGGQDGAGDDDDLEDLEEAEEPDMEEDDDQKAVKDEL
Vif imaging = inhibitors of HIV Vif; HEK293T cells, Vif self-association by quenched fluorescence, imaging, 24 h; inhibition, % at 7.49 µM; 0.35% of 340,000 active; AID 602346; in the data active = inhibition above about 50%, passing the limit was not always enough; note: some results filed as inactive read as strong as hits
CaV13 FRET inh = Primary screen for inhibitors of IQ motif and Ca2+-dependent inactivation inhibitor domain binding in CACNA1D, Förster resonance energy transfer in living cells, … | HEK cells, CFP/YFP FRET ICDI-IQ, plate reader, 10 min; percent FRET-ratio fall versus neutral wells | inhibition, % at 12.3 µM | 0.098% of 340,000 active | AID 743397;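 active = mean replicate inhibition of at least 30% and at least 1% of replicates passing that level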;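 note: 0% = median of the neutral control wells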
CF NFkB inh = inhibitors of cystic fibrosis induced NF-kB. KKLEB NF-kB-GFP reporter, PAF-induced, GFP fluorescence overnight. inhibition, % at 5 µM. 0.86% of 360,000 active;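 active = at least 50% inhibition at 5 µM, scaled per plate between neutral and stimulator controls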;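 note: PAF is a Pseudomonas aeruginosa culture filtrate used as stimulus; plate controls were PAF-stimulated DMSO wells for no effect and unstimulated DMSO wells for full effect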
NR2E3 ag-1 = agonists of human nuclear receptor NR2E3. Q9Y5X4. GST-NR2E3/biotin-RetCOR TR-FRET, 1536-well. inhibition of corepressor binding, % at 4.78 µM. 0.12% of 320,000 active. AID 2300;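 active = percent inhibition above the cutoff of mean plus 3 SD of all tested compounds, set per screening campaign, cut at about 20% in these data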;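 note: 0% = DMSO wells and 100% = biotin wells as full block of FRET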
Target sequence (Q9Y5X4 whole entry, looked up): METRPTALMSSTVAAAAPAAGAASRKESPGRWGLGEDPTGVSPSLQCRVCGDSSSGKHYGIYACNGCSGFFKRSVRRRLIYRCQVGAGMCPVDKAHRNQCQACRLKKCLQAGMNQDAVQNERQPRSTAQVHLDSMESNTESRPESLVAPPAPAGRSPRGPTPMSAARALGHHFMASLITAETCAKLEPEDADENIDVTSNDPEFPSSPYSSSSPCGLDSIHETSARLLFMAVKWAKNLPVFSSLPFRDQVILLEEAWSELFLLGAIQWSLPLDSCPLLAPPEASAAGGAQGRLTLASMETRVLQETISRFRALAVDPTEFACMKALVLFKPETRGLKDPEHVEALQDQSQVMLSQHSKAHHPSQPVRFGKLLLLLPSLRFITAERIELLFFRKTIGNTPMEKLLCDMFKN
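System: GST-NR2E3 and biotin-RetCOR proteins; probe or stimulus: 7 nM biotin-RetCOR; doses: compound at 4.8 µM, single dose; schedule: Compound–protein incubation for 5 h at 4 °C; detection: time-resolved FRET; read-out: percent inhibition; controls: biotin wells as high control, 0.6% DMSO wells as low control; format: 1536-well plates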
NR2E3 ag-2 = agonists of human NR2E3 nuclear receptor; inhibition of corepressor binding, % at 3.98 µM; CHO-S Gal4-NCOR/VP16-NR2E3 two-hybrid, luciferase; 0.35% of 360,000 active; AID 602229; Q9Y5X4;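 active = inhibition above the mean of all tested compounds plus 3 SD, cut at about 70% in these data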;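 note: 0% = DMSO with NR2E3 transfected cells and 100% = cells lacking NR2E3 construct; higher means lower luciferase signal from less NR2E3 corepressor binding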
KKLEB tox = reduces viability of KKLEB cystic fibrosis airway cells | KKLEB CF airway cells viability, ATPlite luminescence, overnight; hits give low values; cells stimulated with P. aeruginosa culture filtrate | activity change (cytotoxicity), % at 5 µM | 0.36% of 360,000 active;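 active = corrected activity change at or below -50% at 5 µM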
Shn3 inh set2 = reduces Shn3 3'UTR luciferase signal in osteoblasts; inhibition, % at 12.5 µM; Clone20 osteoblast Shn3 3'UTR firefly luciferase, 24 h; AID 588674; 0.52% of 360,000 active;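 active = mean inhibition of at least 75% with every replicate also reaching 75%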;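 note: 0% = median of neutral control wells and 100% = pilot-screen positive control compound; some compounds past the cut are filed as inactive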
An asterisk follows results filed as active; · = not tested or not shown.

Results follow in this order: Peg3 promoter	MITF TRPM1 inh	HIF-2a inh	PDI turbidity	Vif imaging	CaV13 FRET inh	CF NFkB inh	NR2E3 ag-1	NR2E3 ag-2	KKLEB tox	Shn3 inh set2
- CC(C)Oc1ccc(C2NC(=O)NC2=O)cc1 (configuration not stated)
→ -9.8	3.2	-2.7	-0.4	7.5	-4.6	-2.0	2.1	10.8	0.7	-16.2
- CC1=C(C(=O)OC(C)C)C(C)C(C(=O)OC(C)C)=C(C)N1
→ 29.6	-0.8	14.2	-2.0	-14.5	-8.2	-4.4	-0.6	2.3	-5.6	-9.8
- CCc1ccc(OCC2c3cc(OC)c(OC)cc3CCN2C(C)=O)cc1 (configuration not stated)
→ -14.5	-0.6	6.0	7.2	-6.3	·	17.8	2.6	-20.4	-11.3	12.4
- CC(=O)Nc1ccc2c(c1Br)Cc1ccccc1-2
→ -268.6	-72.5	-286.4	0.3	8.4	-15.3	-0.2	·	-97.6	-13.2	-55.1
- N/C(=N\O)c1ccccc1-n1cccc1
→ 26.5	6.0	17.0	-3.5	12.3	-5.2	-12.9	-0.8	-5.6	-5.8	-1.3
- O=C(CN1C(=O)CCSc2ccccc21)Nc1ccccc1
→ 1.9	-0.8	10.5	5.5	-2.5	-9.4	-1.7	0.6	-6.2	11.8	3.9
- CCNc1nc(NCC)nc(OCCNS(=O)(=O)c2cc(C)ccc2C)n1
→ -0.1	-0.7	15.5	0.3	1.0	-5.0	-1.6	-0.2	-24.5	3.8	12.6
- COCCCn1c2nc3ccccc3nc2c2c(=O)n(-c3ccccc3OC)cnc21
→ 2.2	-10.4	11.1	-8.3	17.5	0.3	5.4	0.8	13.3	4.8	12.6
- Cc1ccc(S(=O)(=O)NCCNC(=O)CN2CCOCC2)cc1
→ -8.2	-1.8	9.7	1.2	-4.7	-4.2	9.1	1.2	3.7	4.5	-4.6
- CCCc1cc(=O)n2[nH]c(C)nc2n1
→ 18.3	-3.3	15.6	4.0	2.6	·	-6.2	1.3	-0.5	9.4	8.6
- Cc1csc(N/N=C/c2c(F)cccc2Cl)n1
→ -129.3	-19.4	-192.8	1.6	0.0	-18.5	-11.5	0.9	-72.3	10.2	-46.4
- CCN(CC)S(=O)(=O)c1ccc(NC(=O)c2ccccc2N(C)S(C)(=O)=O)cc1
→ 11.5	11.0	3.2	3.4	-1.0	-4.0	2.2	-2.6	2.9	-31.8	-5.6
- C[C@@H]1CN([C@@H](C)CO)C(=O)Cc2cc(NC(=O)Nc3ccc(C(F)(F)F)cc3)ccc2O[C@@H]1CN(C)S(=O)(=O)c1ccc(Cl)cc1
→ 59.9*	47.1	-15.3	0.6	8.0	-10.4	26.2	·	6.6	-5.3	34.7
- CCCCc1n(CC(=O)c2ccc(Cl)cc2)c2ccccc2[n+]1C
→ -2.7	20.3	8.5	13.7	13.1	-18.8	-10.3	3.3	14.4	-4.2	7.4
- Oc1ccc(C23CC4CC(CC(C4)C2)C3)cc1O
→ -31.2	9.9	7.2	7.4	·	-13.2	7.3	0.9	-3.5	-2.4	11.8
- COc1ccc(C(C)(O)c2nc(-c3ccccc3)cs2)cc1 (configuration not stated)
→ 11.3	·	-1.6	1.4	-1.2	-4.8	-15.8	·	-31.2	-5.7	2.8
- Cc1coc2c(C)c3oc(=O)c(CCC(=O)N[C@@H](C)C(=O)N[C@@H](Cc4ccccc4)C(=O)O)c(C)c3cc12
→ 0.0	·	-2.0	·	-1.8	·	-3.3	2.9	3.2	3.5	-7.2
- Cc1ccc(S(=O)(=O)NC(=O)c2ccccc2C)cc1
→ 2.6	3.0	8.2	-2.9	9.7	-10.1	-20.1	4.5	-34.9	14.4	-2.2
- CC1CCC(NC(=O)CCCn2sc3ccccc3c2=O)CC1 (configuration not stated)
→ -46.3	-3.9	-66.3	-1.1	-4.0	-14.4	2.8	0.4	-46.3	-3.8	5.0
- COc1cc(OC)c(C(=O)Nc2cccc3ccccc23)cc1OC
→ -82.3	-20.8	-143.8	-5.5	-1.9	-3.9	-9.4	0.0	-25.6	-0.2	-3.1
- COc1ccc(CN2CC(=O)N3[C@H]4c5cc(C)ccc5OC[C@@H]4[C@H](c4ccccc4)[C@]3(C)C2=O)cc1
→ 6.3	-7.6	14.9	6.5	-5.3	-6.0	13.5	·	-11.2	-5.2	4.4
- Cc1ccc(-c2nn(-c3ccccc3)cc2C(=O)NN2CCN(C)CC2)cc1
→ -10.1	-0.1	-2.0	-1.5	0.8	-4.8	-4.5	3.5	-3.4	1.9	2.5
- CN1CCN(c2ccc(S(=O)(=O)N3CCCCC3)cn2)CC1
→ -6.6	3.2	13.9	14.8	-2.8	-4.2	7.2	1.3	-10.3	0.5	5.3
- CCCCn1c(SCC(=O)N2CC(=O)Nc3ccccc32)nnc1-c1ccoc1C
→ 1.4	1.2	7.8	-1.9	-5.2	-3.6	-7.6	4.6	-0.7	9.1	3.8
- CCN(C[C@H]1N[C@@](C)(C(=O)OC)[C@H]2C(=O)N(C)C(=O)[C@@H]12)S(=O)(=O)c1ccc(F)cc1
→ 7.3	-1.8	-6.8	-12.3	10.1	-3.7	0.4	·	10.0	-4.0	8.7
- COc1cccc(Oc2cn[nH]c2-c2ccc(O)cc2O)c1
→ 15.3	-5.7	0.9	9.5	2.0	-6.8	24.9	2.8	-40.0	-6.8	-9.8
- COc1ccc(/C(O)=C2/C(=O)C(=O)N(CCN(C)C)C2c2cccnc2)cc1OC (configuration not stated)
→ 8.1	2.5	21.0	-5.1	1.2	-7.1	-10.3	6.4	23.7	5.7	-5.3
- O=C(CCc1nc2ccccc2c(=O)[nH]1)N1CCN(S(=O)(=O)c2cccc([N+](=O)[O-])c2)CC1
→ -8.9	0.3	-3.0	-3.8	-3.5	-14.7	9.5	2.6	5.6	11.1	-21.1
- COc1ccc(-n2c(Cn3nnc4ccccc43)n[nH]c2=S)cc1
→ 8.4	-8.5	12.1	-13.6	4.2	-10.1	-7.3	-4.1	5.7	-2.2	-0.9
- CC(=O)N/C(N)=N/c1nc(=O)c2ccccc2s1
→ -234.2	-92.1	-224.4	4.9	10.2	-18.8	4.6	2.6	-90.5	4.0	-88.2
- CC(C)NC(=O)NC(=O)COC(=O)c1ccccc1Oc1ccccc1
→ 15.1	9.8	13.1	-2.8	-11.0	-4.9	-0.9	-0.5	-5.7	-3.3	33.6
- COc1cccc(C(CC(=O)NCCN2CCOCC2)NS(=O)(=O)c2ccc(C)cc2)c1OC (configuration not stated)
→ 13.9	8.1	1.3	5.5	-10.1	-1.2	4.8	2.3	28.3	2.5	0.2
- O=C(COc1ccccc1)Nc1nn[nH]n1
→ 42.6	8.1	9.3	2.5	3.5	-1.9	-7.0	2.1	-8.7	-1.4	-3.2
- O=c1[nH]c(C2CCN(S(=O)(=O)c3cccc(C(F)(F)F)c3)CC2)nc2c1nnn2Cc1cccc(F)c1
→ 51.4*	7.5	22.0	3.1	11.2	-4.2	15.3	2.8	-48.3	-12.6	3.7
- Cc1nn(Cc2c(F)c(F)c(F)c(F)c2F)c(C)c1NC(=O)c1ccc(COc2cc(Cl)ccc2Cl)cc1
→ -171.0	-29.2	-233.8	-0.8	6.5	-4.8	2.4	3.1	-209.2	-15.7	-9.2
- CCCn1nc(NS(C)(=O)=O)c2cc3cccc(C)c3nc21
→ 18.0	6.7	-1.2	-3.8	11.7	-9.1	4.7	-3.8	-17.4	-3.6	17.5
- Cc1ccc(C)c(S(=O)(=O)Nc2cccc(-n3cnnn3)c2)c1
→ 12.1	10.1	15.5	-1.0	69.3*	-4.9	1.2	-0.6	13.2	7.5	8.9
- O=C(NC1CCN(Cc2ccccc2)CC1)c1ccc(Cn2c(=S)[nH]c3ccc(N4CCOCC4)cc3c2=O)cc1
→ -89.6	-75.2	-135.6	3.8	-0.7	-23.9	-4.1	3.5	-41.5	-9.5	-34.0
- COCCN(CC(=O)NC1CCCCC1)C(=O)c1csnn1
→ -12.8	13.9	8.0	7.2	9.2	·	15.8	3.1	-6.1	5.6	-70.4
- COc1ccc(CCNC(=O)CNC(=O)c2nn(-c3ccc(OC)c(OC)c3)c(=O)c3ccccc23)cc1OC
→ 39.5	-10.1	5.8	-2.5	3.2	-4.1	-8.6	-2.8	-2.3	-12.5	-0.9
- CC1CCCCC1NC(=O)COC(=O)COc1ccc(Cl)cc1 (configuration not stated)
→ 19.3	4.5	23.6	-4.0	·	·	-2.8	0.4	-40.4	-5.8	-10.7
- COCCn1c(-c2ccsc2)nc2c1c(=O)[nH]c(=O)n2CC(C)C
→ 22.9	-9.1	24.2	27.5	5.0	·	2.3	1.1	-8.8	2.7	7.0
- O=C(C1CC(c2ccc(F)cc2)=NO1)N1CCCc2ccccc21 (configuration not stated)
→ -32.0	-9.7	-40.5	0.6	1.9	-3.8	13.6	0.8	-28.3	-18.9	3.3
- CC(C)CC(NC(=O)C1CCC(C)CC1)C(=O)NCc1ccco1 (configuration not stated)
→ 0.4	5.5	3.2	8.4	-15.0	-14.8	2.6	0.3	-16.7	-10.6	0.5
- Cc1cc(NC(=O)CSc2nnc(-c3ccccc3F)n2N)no1
→ -3.5	1.7	12.0	-4.2	10.6	-5.8	-7.1	·	-36.3	-4.4	-2.7
- CCCCNCCCOc1cccc(Cl)c1
→ 2.6	-10.3	6.4	3.7	13.9	-7.3	0.6	-0.5	-22.7	4.8	17.2
- O=C(CSCSCC(=O)NCC1CCCO1)NCC1CCCO1 (configuration not stated)
→ 17.9	-0.9	8.6	1.1	-0.5	-9.2	-14.4	1.3	9.7	1.2	-7.1
- CC(=O)c1nnn(-c2ccc(Cl)cc2C#N)c1C
→ 8.4	5.8	21.5	-7.7	-9.9	-4.8	-0.1	0.1	-8.1	5.2	-9.3
- COc1cc(Br)c(C(C)NC(=O)c2ccccc2)cc1OC (configuration not stated)
→ 6.8	9.4	13.9	7.3	6.3	-7.3	10.5	2.9	-11.9	-10.9	11.2
- COc1ccc2c(-c3ccc(SC)cc3)c(-c3ccc(S(C)(=O)=O)cc3)sc2c1
→ 4.6	-1.6	12.1	0.6	1.4	-10.3	0.0	·	12.4	-21.8	13.7

Structures above that bear a hit mark in Peg3 promoter:
smiles	Peg3 promoter	MITF TRPM1 inh	HIF-2a inh	PDI turbidity	Vif imaging	CaV13 FRET inh	CF NFkB inh	NR2E3 ag-1	NR2E3 ag-2	Shn3 inh set2
C[C@@H]1CN([C@@H](C)CO)C(=O)Cc2cc(NC(=O)Nc3ccc(C(F)(F)F)cc3)ccc2O[C@@H]1CN(C)S(=O)(=O)c1ccc(Cl)cc1	59.9*	47.1	-15.3	0.6	8.0	-10.4	26.2	·	6.6	34.7
O=c1[nH]c(C2CCN(S(=O)(=O)c3cccc(C(F)(F)F)c3)CC2)nc2c1nnn2Cc1cccc(F)c1	51.4*	7.5	22.0	3.1	11.2	-4.2	15.3	2.8	-48.3	3.7
